Compound activity: PubChem BioAssay, Broad Institute
DENV2 CPE: inhibitors of DENV2 cytopathic effect; DENV2-infected cells, cytopathic effect rescue, plate reader; CPE inhibition, % at 9.99 µM; 350,000 tested, 1.7% active; AID 651640; in the data active = CPE inhibition above about 20%, passing the limit was not always enough; inconclusive = no clear call, values can overlap the other calls; tested in BHK-21 cells;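 also: 0% = median of neutral control wells and 100% = median of positive control wells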
RAD52 anneal inh: blocks human RAD52 DNA annealing; P43351; recombinant RAD52 DNA annealing, FRET fluorescence; inhibition, % at 18.7 µM; 360,000 tested, 0.46% active;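 active = every replicate showing at least 50% inhibition; inconclusive = mean inhibition at least 50% but not in every replicate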
E-selectin induc: induces E-selectin expression in human endothelial cells; P16581; HUVEC E-selectin immunofluorescence imaging; normalized: neutral wells 0, TNF-alpha wells 100; activation, % at 7.58 µM; 260,000 tested, 0.37% active;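 active = mean E-selectin-positive cell signal at least 10% of the positive control, reached in at least 60% of replicates, without over 20% cell loss; inconclusive = no rule given, readout overlaps actives, possibly toxicity-flagged; inactive = the rest, including those meeting only one limit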;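 also: in these data hits start at about 27%; measured in HUVEC primary endothelial cells; signal is the percent of cells scored E-selectin positive by PE staining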
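Material: HUVEC primary endothelial cells; Amount: 3,000 cells per well; Dosing: single concentration; Medium: EGM-2 growth medium on 0.1% gelatin-coated wells; Read-out basis: percent E-selectin-positive cells; Signal: immunofluorescence imaging; Control set: TNF-alpha, DMSO.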
GSIS activator: primary screen for activators of insulin secretion dependent on glucose, INS-1E cells, GLuc reporter luminescence | 370,000 tested, 0.61% active | activation, % at 16.6 µM | INS-1E GLuc reporter insulin secretion, 2-3 h | AID 743287;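 active = lowest replicate activation of at least 40%, so every replicate reaches that level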;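 also: 0% = median of neutral control wells and 100% = median of IBMX positive control wells; some compounds called inactive have numbers as strong as hits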
RAD54 branch: RAD54 (human) branch migration inhibition; inhibition, % at 10.4 µM; Q92698; RAD54 Holliday junction branch migration, FAM/BHQ fluorescence; 360,000 tested, 0.14% active;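 active = mean normalized replicate activity at least 40 and at least half of replicates scoring 40 or more; inconclusive = only one of the two criteria met; inactive = mean below 40 and under half of replicates reaching 40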;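 also: 0% = median of neutral control wells and 100% = median of positive control wells; inhibitors cause a drop in the FAM fluorescence signal; in these data hits start at about 50%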
Target sequence (Q92698 whole entry, looked up): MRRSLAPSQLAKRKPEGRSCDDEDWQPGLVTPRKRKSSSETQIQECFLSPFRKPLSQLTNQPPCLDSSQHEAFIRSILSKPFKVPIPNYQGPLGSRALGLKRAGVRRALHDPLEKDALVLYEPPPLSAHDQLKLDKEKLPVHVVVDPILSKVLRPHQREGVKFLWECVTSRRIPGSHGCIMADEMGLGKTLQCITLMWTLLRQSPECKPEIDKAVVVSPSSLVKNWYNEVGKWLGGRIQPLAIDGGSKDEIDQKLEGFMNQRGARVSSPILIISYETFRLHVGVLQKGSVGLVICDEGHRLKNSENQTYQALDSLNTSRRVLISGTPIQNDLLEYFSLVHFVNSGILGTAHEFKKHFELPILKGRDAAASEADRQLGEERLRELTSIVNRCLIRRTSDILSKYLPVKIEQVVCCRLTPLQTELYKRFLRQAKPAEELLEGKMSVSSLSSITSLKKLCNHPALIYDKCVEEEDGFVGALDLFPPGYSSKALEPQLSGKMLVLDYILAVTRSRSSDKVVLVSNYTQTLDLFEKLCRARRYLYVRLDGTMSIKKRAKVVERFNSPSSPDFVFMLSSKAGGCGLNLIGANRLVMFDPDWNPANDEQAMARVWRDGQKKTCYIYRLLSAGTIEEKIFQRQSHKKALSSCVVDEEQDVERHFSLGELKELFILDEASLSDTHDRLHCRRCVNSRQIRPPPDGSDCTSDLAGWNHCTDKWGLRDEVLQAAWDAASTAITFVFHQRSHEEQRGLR
Casp6 inh: caspase-6 (human) enzyme inhibition. 350,000 tested, 0.53% active. purified caspase-6, Z-VEID-R110 cleavage fluorescence. inhibition, % at 12.5 µM;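 active = mean inhibition across replicates at least about 35%, with every replicate also reaching that limit, limit read from the data; inconclusive = only one of the two criteria met; inactive = neither criterion met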;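 also: 0% = median of neutral control wells and 100% = no fluorescence left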
Target sequence (P55212 24-179 limits assumed): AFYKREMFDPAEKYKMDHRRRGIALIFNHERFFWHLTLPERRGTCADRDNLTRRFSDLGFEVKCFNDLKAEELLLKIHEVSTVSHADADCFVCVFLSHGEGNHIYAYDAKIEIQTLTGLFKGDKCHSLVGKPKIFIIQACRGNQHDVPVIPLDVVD
Target sequence (P55212 194-293 limits assumed): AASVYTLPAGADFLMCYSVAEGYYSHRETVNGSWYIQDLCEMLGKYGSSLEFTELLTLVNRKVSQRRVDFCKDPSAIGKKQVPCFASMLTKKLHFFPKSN
CFTR F508del cor: correctors of CFTR F508del function in bronchial epithelial cells; CFBE cells, YFP halide quenching; stimulated with forskolin plus potentiator P3; % fluorescence drop versus neutral controls; activity (quench increase), % at 7.58 µM; 350,000 tested, 0.36% active; AID 720511;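 active = mean added fluorescence quench of at least 8% versus neutral control, with both replicates also reaching 8%; inconclusive = only one of the mean or replicate conditions met; inactive = mean below 8% and not both replicates reaching 8%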;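 also: cells transiently co-express mutant CFTR-F508del with the halide-sensitive YFP; corrector assay measuring rescue of mutant channel to the surface after 24 h compound exposure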
XiGFP reactiv: reactivates the inactive X chromosome in mouse fibroblasts; XiGFP mouse fibroblasts, % GFP-positive cells imaging, 3 d; cells co-treated with 5-aza-dC sensitizer; scaled so ellipticine positive control = 100%; activation, % at 7.58 µM; 360,000 tested, 0.055% active; AID 743238;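 active = mean normalized replicate activation at least 10% and every replicate at or above 10%; inconclusive = only one of the two criteria met; inactive = mean below 10% and not all replicates reach 10%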;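 also: 0% = median of on-plate neutral control wells and 100% = ellipticine 6 µM median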
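System: 68-5-11 XiGFP fibroblast line | Buffer or medium: DMEM containing 5-aza-dC | Compound: Single point | Times: Compounds 3 days, fix/stain 15 min at room temperature | Benchmarks: Positive control ellipticine, 6 µM final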
* hit, by the source's call; ? = inconclusive; / = not tested or not shown.

SMILES	DENV2 CPE	RAD52 anneal inh	E-selectin induc	GSIS activator	RAD54 branch	Casp6 inh	CFTR F508del cor	XiGFP reactiv
Cc1cc(C)c2cc(C(=O)N(C)C3CCN(C)CC3)[nH]c2c1	3	-3	11	5	10	-1	-2.1	0.3
CC(Oc1cccnc1[N+](=O)[O-])C(=O)N1CCc2ccccc21 (centres undefined)	-8	-8	0.1	18	/	1	3.0	-0.1
O=C(NC1CCCC1)N1CC(=O)N2[C@H](CO)[C@@H](c3ccc(-c4ccc(F)cc4)cc3)[C@H]2C1	-5	-13	0.6	-7	/	-2	0.8	0.3
CCc1cnc(N2[C@H](C#N)[C@@H](c3ccccc3)[C@H]2CO)s1	10	-26	-0.4	9	-5	-4	-1.5	0.1
CCCNC(=O)N(C)C[C@H]1Oc2cc(C#CCC(C)C)ccc2S(=O)(=O)N([C@@H](C)CO)C[C@H]1C	-4	26	-0.3	-19	-6	0	2.1	-1.2
CN1[C@@H]2CN(C(=O)C3CCOCC3)c3ccccc3[C@@H]2[C@@H]1CO	40*	-21	0.2	6	-21	-2	2.6	0.2
O=C(c1ccccc1F)N1C[C@@H]2[C@H](c3ccccc31)[C@H](CO)N2C(=O)c1ccccc1	-1	-8	0.1	-7	1	-2	1.0	0.0
COc1ccc(CCNc2ncccc2C#N)cc1OC	7	-8	/	21	3	2	1.1	0.1
CCCSc1nnc(N2C(=O)C(O)=C(C(=O)c3ccco3)C2c2ccccc2F)s1 (centres undefined)	16	-79	/	9	-19	18	-1.1	0.0
COC(=O)C1CCN(C(=O)NC2CCCCC2)CC1	/	-10	/	10	-5	2	-3.4	/
O=C(Nc1ccc2c(c1)OCCO2)c1c(F)cccc1F	15	-14	/	3	2	-1	0.4	/
Cc1ccc(NC(=O)[C@H](NC(=O)[C@@H]2Cc3ccccc3CN2)c2ccccc2)c(C)c1	-5	1	/	-19	-9	5	-1.8	0.3
C[C@H](CO)N1C[C@H](C)[C@H](CN(C)C(=O)Nc2ccccc2)Oc2ncc(C#CC3CCCC3)cc2C1=O	4	-8	0.3	-14	0	-2	2.3	1.8
CC(NC(=O)CN(C)S(=O)(=O)c1ccc(Br)s1)c1ccccc1 (centres undefined)	-7	-8	/	11	-6	-1	0.1	0.3
Cc1noc(C)c1S(=O)(=O)N(C)C[C@@H]1OCCCC[C@H](C)Oc2ccc(NC(=O)NC(C)C)cc2C(=O)N([C@H](C)CO)C[C@H]1C	86*	-15	/	0	3	2	2.1	0.5
Cc1cccc(C)c1NC(=O)C1(C)c2cccc[n+]2CC(=O)N1Cc1cccs1 (centres undefined)	1	-7	/	-11	10	-9	-0.3	0.1
O=C(CSc1nc(C(F)(F)F)cc(=O)[nH]1)NCc1ccc2c(c1)OCO2	2	-2	1.1	9	1	0	1.9	0.1
CCCNC(=S)NNC(=O)c1cc(C2CC2)nc2ccccc12	25*	-21	-0.2	4	-2	-2	0.7	0.5
COc1cc(NC(=O)COC(=O)c2cc(S(=O)(=O)N3CCOCC3)ccc2F)cc(OC)c1	2	1	0.0	1	-1	1	-2.0	-0.1
O=S1(=O)CCC(NC(=S)Nc2ccccc2)C1 (centres undefined)	2	-7	2.9	/	3	-2	-2.0	0.3
O=c1[nH]c2cc([N+](=O)[O-])ccc2c2ccccc12	9	-17	-0.1	-4	/	-1	0.7	-0.1
O=C1CN(C(=O)c2ccccc2[N+](=O)[O-])C(c2ccccc2)c2cc(Br)ccc2N1 (centres undefined)	1	-6	0.6	-11	2	0	-1.7	0.0
Cn1cc(CNCc2ccc(-n3cccn3)cc2)c(-c2ccccc2F)n1	0	-151	/	-26	/	-2	-0.4	0.0
Cc1ccc(CCNC(=O)C2CC(c3ccccc3[N+](=O)[O-])=NO2)cc1 (centres undefined)	-11	-19	-0.1	-12	-6	5	2.2	0.1
COC(=O)C1=C(CS(=O)(=O)c2ccc(Cl)cc2)NC(=O)NC1c1ccc(O)c(OC)c1 (centres undefined)	-1	-8	/	7	-3	-8	1.6	0.0
CCC(C)Nc1nnc(SCC(=O)c2c(N)n(C3CC3)c(=O)[nH]c2=O)s1 (centres undefined)	9	-10	0.1	-5	/	-1	-2.4	0.2
CC(C)CN1CCN(Cc2ccc(Oc3ncccn3)cc2)CC1CCO (centres undefined)	0	-9	-0.1	-6	-10	-1	-0.4	0.1
CC(Cl)C(=O)Nc1ccccc1C#N (centres undefined)	-10	2	/	/	3	-1	/	-0.1
Cc1cc(-c2sccc2Br)nc(-n2cccc2)n1	-11	-13	4.9	7	/	2	0.0	-0.1
C=CCNC(=S)N1CCC(C(=O)c2ccc(OC)cc2)CC1	1	3	/	-7	4	-4	-0.3	/
CNC(=O)C(=O)NCC1OCCN1S(=O)(=O)c1ccc(OC)c(OC)c1 (centres undefined)	-7	3	0.0	31	-9	-2	1.7	0.0
O=C(C[C@H]1CC[C@H]2[C@@H](COC[C@H](O)CN2C(=O)Nc2cc(Cl)cc(Cl)c2)O1)NCC1CCCCC1	0	1	0.5	-10	4	0	1.1	0.1
COc1ccccc1NC(=S)NC(=O)CCCOc1ccc(Cl)cc1Cl	-1	2	/	18	-2	-2	1.3	/
CCCNC(=O)N1CC2(CN(C(=O)COC)C2)c2c(n(C)c3cc(OC)ccc23)[C@@H]1CO	0	3	0.2	12	/	2	-3.5	0.3
CS(=O)(=O)N1Cc2cc(C(=O)NCC3CCCCC3)nc(-c3cccc(-c4cccnc4)c3)c2[C@@H]1CCO	-8	-9	0.1	-17	/	0	0.4	0.0
Cc1ccccc1S(=O)(=O)N(C)C[C@H]1OCc2ccccc2-c2c(n(C)c3ccccc23)C(=O)N([C@H](C)CO)C[C@@H]1C	1	13	-0.1	-15	-3	-1	-6.7	0.0
COc1ccc(NC(=O)Nc2ccc3c(c2)C(=O)N([C@@H](C)CO)C[C@@H](C)[C@@H](CN(C)S(=O)(=O)c2cn(C)cn2)OCCCC[C@@H](C)O3)cc1	0	/	-0.2	-9	-5	/	0.0	-0.1
CCc1nnc(N/N=C\c2ccc(OC(C)=O)c(OC)c2)n1N	-11	5	/	-6	-5	-1	-0.4	0.1
O=C1c2ccccc2C(=O)C1c1ccc(Cl)cc1	-6	-6	/	5	2	-2	-1.2	1.4
Cc1ccc(C)c(NC(=O)/C(C#N)=C/c2ccc[nH]2)c1	6	-11	0.5	31	-11	-1	-1.7	0.2
O=C(c1ccc(F)cc1)N1CCCCN2[C@H](CO)[C@@H](c3ccc(-c4ccccc4)cc3)[C@H]2C1	-8	4	0.0	-14	-8	2	3.2	0.0
CCCCN(C=O)c1c(CC)nc2c(OCCC)cccn12	-3	-11	1.3	-8	-1	1	-2.6	0.2
Cc1noc(C)c1NC(=O)Nc1cccc2c1O[C@@H](CN(C)C(=O)Nc1ccc(C(F)(F)F)cc1)[C@H](C)CN([C@H](C)CO)C2=O	-1	-3	0.1	10	1	-1	0.3	0.6
COc1ccc(-c2oc3cc(OC)c(O)c(OC)c3c(=O)c2OC)cc1O	0	24	/	/	13	5	-0.3	/
C[C@@H]1CN([C@H](C)CO)C(=O)c2cc(NC(=O)c3ccncc3)ccc2O[C@@H](C)CCCCO[C@H]1CN(C)C(=O)Nc1ccccc1	0	-1	/	-4	6	0	-2.0	0.2

Only CFTR F508del cor, RAD54 branch and DENV2 CPE, for three of the compounds above:
molecule	CFTR F508del cor	RAD54 branch	DENV2 CPE
COc1cc(NC(=O)COC(=O)c2cc(S(=O)(=O)N3CCOCC3)ccc2F)cc(OC)c1	-2.0	-1	2
O=S1(=O)CCC(NC(=S)Nc2ccccc2)C1 (centres undefined)	-2.0	3	2
O=c1[nH]c2cc([N+](=O)[O-])ccc2c2ccccc12	0.7	/	9

Carrying on.
SMILES	DENV2 CPE	RAD52 anneal inh	E-selectin induc	GSIS activator	RAD54 branch	Casp6 inh	CFTR F508del cor	XiGFP reactiv
CCCn1c2ccccc2c2nnc(SCCN3CCOCC3)nc21	4	14	/	/	4	43*	/	-0.2
CC(C)CNC(=O)C(=O)NCC1OCCCN1S(=O)(=O)c1cccs1 (centres undefined)	-4	-7	-0.1	6	-5	-1	4.7	0.6
CCOC(=O)c1c(C)n(-c2ccccc2)c2ccc(O)c(CN(C)C)c12	-2	24	/	7	/	2	2.3	0.0
O=C(Nc1ccccc1)Oc1ccccc1N1CCOCC1	13	1	0.0	2	/	0	-2.9	0.1
O=C(C[C@@H]1C[C@H]2c3cc(NC(=O)C4CCC4)ccc3O[C@H]2[C@H](CO)O1)NCCc1ccccc1	4	-5	0.2	-16	8	4	2.4	0.0
CCC(C)NC(=O)c1nn(Cc2ccccc2)c(=O)c2ccccc12 (centres undefined)	1	-2	-0.3	17	-6	-2	0.4	0.0
O=C(Cn1cnc2ccccc21)N/N=C/c1cccc([N+](=O)[O-])c1	-3	3	0.1	6	8	/	0.4	-0.1
COc1ccc(C(=O)O)cc1S(=O)(=O)N(C)CCc1ccccn1	?	-4	-1.3	-4	0	-1	0.3	0.0
C/C(=N/NC(=O)c1ccc(Br)s1)c1cccnc1	-6	-12	0.1	-1	-9	0	1.0	0.1
COCCNc1ncnc2c1ncn2[C@H]1CN(Cc2ccccc2)C[C@@H](CO)O1	?	2	-0.2	6	8	-1	-1.5	0.1
COc1ccc(NC(=O)CN2C(=O)NC3(CCCCC3C)C2=O)cc1S(=O)(=O)N1CCOCC1 (centres undefined)	19	-13	-0.1	6	8	-2	-0.1	0.3
COc1cc(OC)cc(C(=O)NCC(=O)OCc2cc(=O)oc3cc(OC)ccc23)c1	-1	-23	0.1	3	/	-1	-0.5	-0.2
COc1cccc(NC(=O)N2CC(=O)N3[C@@H](CO)[C@@H](c4ccc(C5=CCCC5)cc4)[C@@H]3C2)c1	-4	-12	0.2	15	/	0	-0.2	0.0
Cn1c(SCC(=O)N2CCCC2)nnc1-c1cnccn1	/	-10	/	9	-5	-1	-4.6	0.0
COc1ccc(N2CCN(C(=O)COc3ccc4c(C)cc(=O)oc4c3C)CC2)cc1	13	-4	/	4	-2	-3	-0.5	0.0

3 entries from above, arranged by the number in RAD52 anneal inh, ascending.
Molecule,DENV2 CPE,RAD52 anneal inh,GSIS activator,Casp6 inh,CFTR F508del cor
COc1cc(OC)cc(C(=O)NCC(=O)OCc2cc(=O)oc3cc(OC)ccc23)c1,-1,-23,3,-1,-0.5
COc1ccc(C(=O)O)cc1S(=O)(=O)N(C)CCc1ccccn1,?,-4,-4,-1,0.3
COCCNc1ncnc2c1ncn2[C@H]1CN(Cc2ccccc2)C[C@@H](CO)O1,?,2,6,-1,-1.5

Three structures from above, ordered by length of the SMILES, high to low.
SMILES	DENV2 CPE	RAD52 anneal inh	E-selectin induc	GSIS activator	RAD54 branch	Casp6 inh	CFTR F508del cor	XiGFP reactiv
O=C(Cn1cnc2ccccc21)N/N=C/c1cccc([N+](=O)[O-])c1	-3	3	0.1	6	8	/	0.4	-0.1
CCOC(=O)c1c(C)n(-c2ccccc2)c2ccc(O)c(CN(C)C)c12	-2	24	/	7	/	2	2.3	0.0
C/C(=N/NC(=O)c1ccc(Br)s1)c1cccnc1	-6	-12	0.1	-1	-9	0	1.0	0.1
